PAX8 inh HTS: inhibitors of PAX8 transcriptional activity in RMG-I cells. RMG-I TPO-luciferase reporter, SteadyGlo, 24 h. inhibition, % at 12.6 µM. 360,000 tested, 1.2% active;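 active means mean replicate inhibition at least 60% with every replicate also reaching 60%; inconclusive means only one of the two criteria is met; inactive means mean below 60% and not all replicates reaching 60%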;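 further: luciferase light reporting Pax8 driven TPO promoter activity; plate controls were median of neutral control wells for no effect and mitoxantrone controls for full effect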
PGC1a acetyl inh: lowers PGC1a acetylation signal in U2OS cells | AID 651687 | 350,000 tested, 0.17% active | AlphaScreen anti-acetyl-lysine; with virally co-expressed GCN5 acetyltransferase | inhibition, % at 15.6 µM;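 active means every replicate shows inhibition of at least 40%; inconclusive means mean inhibition at least 40% but some replicate below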;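 further: 0% = neutral control wells and 100% = positive control wells; some results beyond the cut were filed as inactive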
PglD DTNB: PglD (C. jejuni) enzyme inhibition | purified PglD enzyme, DTNB colorimetric CoA detection | inhibition, % at 12.5 µM | 360,000 tested, 0.098% active | AID 602405; in the data active means inhibition above about 16%, passing the limit was not always enough; inconclusive means no clear call, values can overlap the other calls; further: strong numbers were not always called active
FN deposit inh: fibronectin deposition inhibition. AH1F fibroblasts, Alexa488-fibronectin deposition fluorescence, overnight. inhibition, % at 12.6 µM. 350,000 tested, 0.086% active;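 active means mean inhibition across replicates of 30% or more, regardless of how many single replicates reach that level; inconclusive means mean under 30% yet at least half of replicates reach 30%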;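 further: positive control wells lacked labelled fibronectin entirely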
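Assay system: AH1F fibroblasts / Quantity: 10000 cells per well / Medium: DMEM plus 2% serum, read in PBS / Reagent: labelled fibronectin 24 nM / Dosing: single dose, pinned / Times: 1 h cell attachment, overnight exposure to compound and label / Signal: fluorescence, ex 485 nm, em 525 nm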
S100A4 MyoIIA: blocks human S100A4 binding to myosin IIA peptide; P26447; S100A4/TAMRA-MyoIIA peptide fluorescence polarization; inhibition, % at 10.7 µM; 360,000 tested, 0.14% active; AID 652163;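 active means mean inhibition of at least 70% across replicates, with every replicate also reaching that level; inconclusive means mean inhibition reaches 70% but some replicates fall short; inactive means mean inhibition below 70%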
Target sequence (P26447 whole entry, looked up): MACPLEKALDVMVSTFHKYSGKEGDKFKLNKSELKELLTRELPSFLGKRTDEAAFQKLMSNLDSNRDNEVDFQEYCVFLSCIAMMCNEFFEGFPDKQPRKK
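Assay system: human S100A4 monomer with TAMRA-labelled myosin IIA peptide / Buffer or medium: Calcium-containing HEPES buffer, pH 7.2 / Reagent: TAMRA-labelled myosin IIA heavy-chain peptide probe, 5 nM / Compound: one dose per compound / Timing: polarization read 5 min after assay mix addition, stable 5–60 min / Benchmarks: neutral control DMSO, positive control TFP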
ERAP1 HTS inh: blocks human ERAP1 aminopeptidase activity; Q9NZ08; recombinant ERAP1, Leu-AMC fluorescence, 60 min; inhibition, % at 10.7 µM; 340,000 tested, 0.15% active; AID 652197;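 active means mean replicate inhibition of at least 30%, or all replicates individually reaching that 30% level; inactive means mean below 30% and not every replicate reaching it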;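 further: 0% = neutral control wells and 100% = L-leucinethiol positive control wells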
LGR2 antag: Drosophila LGR2 receptor signaling inhibition; HEK293 LGR2, CRE-luciferase, bursicon-stimulated, 4 h; inhibition, % at 9.99 µM; 380,000 tested, 0.35% active;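 active means drop in luminescence signal, shown as inhibition above about 50% in the replicate tests, limit read from the data, passing the limit was not always enough; inconclusive means probably only some replicates passing the limit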;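 further: agonist challenge used bursicon conditioned medium at about half maximal strength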
EWS-Fli inh: EWS/Fli transcriptional activity inhibition. A673 NR0B1-luciferase reporter, viability-normalised. inhibition, % at 12.6 µM. 350,000 tested, 0.67% active;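 active means mean inhibition of at least 50% after viability correction, with every replicate also passing that limit; inconclusive means mean reaches 50% but only one of two replicates passes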;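 further: firefly luciferase signal divided by Alamar Blue viability fluorescence both relative to DMSO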
An asterisk follows results filed as active; u = inconclusive; x = no result given.

SMILES | PAX8 inh HTS | PGC1a acetyl inh | PglD DTNB | FN deposit inh | S100A4 MyoIIA | ERAP1 HTS inh | LGR2 antag | EWS-Fli inh
Cn1c(=O)c2c(nc(N/N=C/c3ccncc3)n2Cc2ccccc2)n(C)c1=O | -5 | -7 | -1 | 4 | -2 | 3 | 10 | 13
CCCn1c(=O)c(C(=O)NNC(=O)c2ccccc2Cl)c(O)c2ccccc21 | 2 | x | 0 | 14 | 0 | 5 | -2 | 6
O=C(O)c1ccc(N/N=C/C(Br)=C/c2ccccc2)cc1 | -21 | -54 | -2 | 14 | 19 | x | -82 | -79
CN(C)c1ccc(C2/C(=C(/O)c3ccc(Br)cc3)C(=O)C(=O)N2C)cc1 (stereo not given) | 3 | 8 | 2 | -9 | -2 | 3 | -2 | 1
COc1ccccc1-c1ccc2c(c1)O[C@H](CN(C)C(=O)c1ccncc1)[C@@H](C)CN([C@H](C)CO)S2(=O)=O | -12 | 3 | -19 | x | 6 | -1 | -23 | -8
Nc1ncc(S(=O)(=O)c2ccc(Cl)cc2)c(N)n1 | -2 | x | -1 | -3 | -16 | 2 | -16 | 7
COc1c(C)cc(S(=O)(=O)NCc2ccco2)c(C)c1C | -4 | 6 | 2 | -6 | -9 | -3 | 23 | 0
O=[N+]([O-])c1c(NCc2ccccc2)cc(N2CCc3ccccc3C2)c2nonc12 | 10 | -21 | -1 | 6 | -4 | 0 | 8 | 5
Cc1cnc(NC2=NCCC2)s1 | 4 | x | x | x | 1 | -4 | -1 | -26
C[C@@H]1CN([C@@H](C)CO)C(=O)Cc2cc(NC(=O)Nc3ccc(C(F)(F)F)cc3)ccc2O[C@@H]1CN(C)C(=O)Nc1ccc2c(c1)OCO2 | u | -17 | 3 | x | x | x | 17 | 68*
COc1ccc(NC(=O)N2C[C@H](O)COC[C@@H]3O[C@@H](CC(=O)N4CCCCC4)CC[C@H]32)cc1 | -5 | -2 | 1 | -8 | -4 | 6 | 9 | -7
Cc1ccc(NC(=O)Cc2c(C(=O)O)n(C)c3ccccc23)cc1F | 0 | -1 | x | -27 | 0 | 6 | 12 | -13
CCN(CC)C(=O)c1ccc(N)cc1 | -3 | 3 | -3 | 1 | -1 | -3 | 16 | -9
O=C(CCl)N(C1CCCC1)C1CCS(=O)(=O)C1 (stereo not given) | 5 | x | -4 | -4 | -4 | -3 | -8 | 28
O=C(NC1CCCC1)C1C(c2ccc(C(F)(F)F)cc2)=Nc2ccccc2N1C(=O)c1ccccc1 (stereo not given) | -20 | x | x | 1 | -2 | x | -91 | -95
CNC(=O)NC(=S)NC(=O)c1cccc(Cl)c1 | -64 | 0 | x | 11 | 1 | 3 | 12 | 0
CCOc1ccccc1C(=O)Nc1cc(=O)n(C)c(=O)n1C | 4 | 9 | 1 | 2 | -10 | 9 | 19 | -10
CC(C(=O)N1CCCC1)N1CCN(S(=O)(=O)c2ccc(OC(F)(F)F)cc2)CC1 (stereo not given) | -2 | 10 | 0 | 3 | 1 | -3 | -3 | 2
O=C(Nc1ccccc1C(=O)O)/C(=C/c1ccc(Cl)cc1Cl)NC(=O)c1ccco1 | 6 | -1 | -1 | 6 | 1 | -1 | -2 | -5
O=C(CN1C(=O)c2ccccc2C1=O)Oc1ccc(Cl)cc1 | -12 | -3 | -4 | 17 | 1 | 1 | -8 | 5
Cc1noc(C)c1NC(=O)Nc1cccc2c1O[C@H](CN(C)C(=O)Nc1c(C)noc1C)[C@H](C)CN([C@@H](C)CO)C2=O | -24 | -1 | -2 | x | 5 | 1 | -6 | 2
CCOc1cc(C(=O)N/N=C/c2ccsc2)cc(OCC)c1OCC | 15 | x | x | -3 | 0 | -2 | 17 | 0
COc1ccc(C(=O)NC(=S)Nc2ccc(Cc3ccncc3)cc2)cc1 | 7 | 1 | x | x | -8 | 1 | 22 | 1
CC1(C(=O)NS(=O)(=O)C2CC2)CCCN(C(=O)c2ccccc2)C1 (stereo not given) | 14 | 2 | 5 | 2 | -2 | -4 | 2 | -3
CC(C)CCNC(=O)C(C)N(C(=O)Cn1nnc(-c2ccc(F)cc2)n1)C1CCCC1 (stereo not given) | x | -10 | x | x | 4 | 1 | -6 | -4
The results go on:
SMILES | PAX8 inh HTS | PGC1a acetyl inh | PglD DTNB | FN deposit inh | S100A4 MyoIIA | ERAP1 HTS inh | LGR2 antag | EWS-Fli inh
CCCCCCCC1CC(/C(C)=N/NC(N)=O)OC1=O (stereo not given) | -10 | x | 6 | -4 | 1 | 6 | -10 | -7
Cn1cnc(S(=O)(=O)N[C@@H]2CC[C@H](CC(=O)N3CCN(c4ccccc4)CC3)O[C@@H]2CO)c1 | -12 | -9 | -1 | 6 | 0 | 0 | -10 | 4
CC(C)=CCN1CCN(Cc2ccc(C)s2)CC1CCO (stereo not given) | 8 | 2 | x | 1 | -1 | 7 | 19 | 3
COCCNC(=O)[C@@H]1[C@@H](CO)[C@@H]2Cn3c(ccc(-c4ccc(F)cc4)c3=O)[C@H]1N2C(=O)NC(C)C | 6 | x | -2 | 4 | 1 | -3 | 10 | 9
CO[C@H]1CN(C)C(=O)c2ccc(NC(=O)Nc3cccc(Cl)c3)cc2OC[C@H](C)N(C(=O)Nc2c(C)noc2C)C[C@@H]1C | 17 | 12 | x | 9 | -3 | -1 | -8 | x
CCOC(=O)C1CCN(S(=O)(=O)c2ccc(OC)c(Cl)c2Cl)CC1 | x | -25 | 0 | x | -2 | 0 | -9 | 4
O=C(N/N=C/c1cc(Br)c(O)c(Br)c1)C1CC1 | -8 | x | 5 | 3 | 2 | 3 | -13 | 5
Cc1nnc(NC(=O)CSc2nnc3ncccn23)s1 | -8 | -11 | -4 | 7 | 5 | 2 | 0 | -5
Cc1cccc(Oc2ccc(NC(=O)c3ccccc3C(=O)O)cc2)c1 | -12 | 5 | 2 | 4 | -6 | x | -17 | 30
COc1ccc2c3c([nH]c2c1)[C@H](CO)N(C(=O)C1CC1)CC31CCN(Cc2nccs2)CC1 | -8 | x | x | x | 3 | -2 | -6 | -1
N/C(=N\OC(=O)c1cccc(Cn2cc(C(F)(F)F)ccc2=O)c1)c1ccc(Cl)cc1 | -19 | -13 | 6 | -8 | -3 | x | x | -12
CCCCn1c(N)c(N(CCOC)C(=O)CCCc2cccs2)c(=O)[nH]c1=O | -4 | x | x | 2 | -5 | -3 | -5 | -3
C[C@@H]1CN([C@@H](C)CO)C(=O)c2cccc(NS(=O)(=O)c3ccccc3)c2O[C@H]1CN(C)C(=O)Nc1ccc2c(c1)OCO2 | x | 4 | -3 | x | -6 | -2 | -2 | -13
O=C(CCCC(=O)NCc1ccc(F)cc1)NCc1ccc(F)cc1 | -11 | 3 | x | -1 | 3 | -2 | 5 | 9
C/C=C/c1ccc([C@@H]2[C@@H](CO)N3C(=O)CN(S(=O)(=O)c4ccccc4)C[C@@H]23)cc1 | x | -11 | x | -8 | -13 | 1 | 18 | 1
COc1ccc(-c2cnc3c(NC(C)=O)cc(-c4cccc(C(=O)NCCN(C)C)c4)cn23)cc1OC | -17 | -4 | -4 | 5 | -1 | 16 | -5 | -11
C[C@@H]1CN([C@@H](C)CO)C(=O)c2cc(NS(=O)(=O)c3ccc(F)cc3)ccc2O[C@@H](C)CCCCO[C@@H]1CN(C)S(=O)(=O)c1cn(C)cn1 | -9 | x | -2 | -1 | -40 | 3 | 2 | -11
CC(SCc1nc2sc3c(c2c(=O)[nH]1)CCCC3)C(=O)Nc1ccccn1 (stereo not given) | 11 | x | -2 | -3 | -3 | 2 | -8 | -1
COc1ccc(C(=O)Nc2cccc3ccccc23)cc1 | -40 | x | -1 | 1 | -6 | 0 | -34 | -94
Cc1cc(C(=O)NNS(=O)(=O)c2ccc(F)cc2)nn1C(C)(C)C | -21 | -456 | 6 | 10 | -18 | x | -11 | -3
COCC(=O)Nc1ccc2c(c1)C(=O)N(C)C[C@@H](OC)[C@H](C)CN(C(=O)NC(C)C)[C@@H](C)CO2 | x | 4 | 1 | 1 | -17 | 1 | 7 | 2
CN(C)c1ccc(/C=N/NC(=O)c2ccc(Cn3cc(Br)cn3)o2)cc1 | -59 | -5 | -1 | -6 | x | x | 4 | x
CC(C)(C)c1ccc(C(=O)NN2C(=O)CSC2=S)cc1 | -13 | 8 | 5 | -4 | -9 | x | 4 | -1
O=C1CC(c2cccc(Cl)c2)CC(O)=C1C=NCCCO (stereo not given) | -9 | -26 | -2 | 1 | x | x | x | x
O=C(Cc1cccnc1)N1CC(=O)N2[C@H](CO)[C@H](c3ccc(C#CC4CCCC4)cc3)[C@H]2C1 | x | -8 | x | -3 | 4 | -4 | 45 | 9
O=C(Nc1ccccn1)c1ccc(Br)s1 | -31 | 7 | -5 | -2 | 11 | 4 | -54 | -79
CO[C@H]1CN(C)C(=O)c2ccc(NC(=O)NC(C)C)cc2OC[C@H](C)N(CCC(F)(F)F)C[C@H]1C | x | 5 | -3 | -6 | -5 | 0 | 8 | -4
Cc1cc(C)c(C)c(S(=O)(=O)N2CCN(C(=O)c3ccco3)CC2)c1C | 25 | 9 | -4 | -1 | -9 | 1 | x | 11
O=C(O)Cn1nc(-c2ccc(Cl)cc2)ccc1=O | -7 | x | x | 3 | -10 | -4 | 6 | -7
COc1ccc2oc(=O)cc(CN3CCN(Cc4ccccc4)CC3)c2c1 | -1 | x | -6 | -3 | 4 | -7 | -2 | 10

Compound activity from PubChem.
